Screening results (PubChem)
VP16 counter = inhibits Gal4-VP16 luciferase reporter, ROR gamma counter-screen; Potency, µM (doses to about 53.6 µM), for the others: at the top dose activity, negative = inhibition, most hits filed as inhibitors; 3.5% of 310,000 active; Drosophila S2 Gal4-VP16 UAS-luciferase, luminescence, 20 h; AID 2546;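 note: Gal4-VP16 expression switched on by copper sulfate through the metallothionein promoter; % is set by controls: 0 for no effect and ±100 for the full control effect; nearly all actives have a fitted effect of over 50% in size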
RORg inh = ROR gamma (mouse) transcription inhibition; Drosophila S2 Gal4-RORgamma UAS-luciferase reporter, 20 h; Potency, µM (titrated, usually from 53.6 µM), without a hit: at the highest dose activity change, negative = inhibition, actives largely listed as inhibitors; 5.4% of 310,000 active; AID 2551; note: % is set by controls: 0 for no effect and ±100 for the full control effect; nearly all actives have a fitted effect of over 60% in size
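Stable Schneider cell line, Gal4 DNA-binding domain fused to ROR gamma, UAS-luciferase. Cmpd 1 hr RT → CuSO4 700 uM final → 20 hr RT → luciferase reagent 10 min → luminescence.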
NPC1 promoter act = NPC1 promoter activation; Huh7 NPC1 promoter luciferase reporter, 24 h; Potency, µM (series often up to 9.22 µM), for inactives: at the top dose activation, hits mostly activators; 2.4% of 320,000 active; AID 485313;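 note: % of control where 0% means no effect; nearly all actives have a fitted effect of over 60% in size; reporter is driven by a mutant NPC1 promoter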
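In 1536-well qHTS, Huh7 cells harboring an NPC1 promoter–luciferase construct received compound for 24 h; activation was quantified by luminescence following luciferase reagent addition.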
uPA surface inh = cell surface uPA generation inhibition; 0.31% of 330,000 active; cell surface uPA generation assay, qHTS; Potency, µM (series often up to 38.3 µM), for the others: at the highest dose activity change, negative = inhibition, hits mostly inhibitors; active = well fitted inhibition curve with a large enough effect; inconclusive = small, poorly fitted or top-dose-only effect; inactive = no such curve, though single readings can be large or run the other way; tested in mouse RAW 264.7 cells; note: % is set by controls: 0 for no effect and ±100 for the full control effect; nearly all actives have a fitted effect of over 55% in size
Rab9 prom act = Rab9 promoter activation; Huh7 Rab9 promoter-luciferase reporter, luminescence, 24 h; Potency, µM (titrated, usually from 9.22 µM), for inactives: at the highest dose activation, negative = inhibition, most hits filed as activators; 2.8% of 320,000 active; AID 485297; note: % of control where 0% means no effect; nearly all actives have a fitted effect of over 60% in size
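Cells were plated at 1500 per well in reduced-serum medium with 10% FBS and left 2 h. Compound in DMSO was then added for 24 h at 37 °C. Reporter signal was read by luminescence after 10 min with luciferase detection reagent.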
ELG1 genotoxic = genotoxicity induction in ELG1-luciferase HEK293T cells. HEK293T ELG1-luciferase reporter, luminescence, 16 h. 1.3% of 330,000 active. Potency, µM (highest dose often 46 µM), inactives show at the highest dose activity change, positive = activation, hits mostly activators; note: % of control where 0% means no effect; nearly all actives have a fitted effect of over 60% in size
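Genotoxicity was scored as increased ELG1-luciferase reporter signal, measured by ONE-Glo luminescence (30 min, room temperature). Compound or vehicle exposure of the HEK293T reporter cells lasted 16 hr at 37°C.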
FLuc counter = counter-screen for miR-21 project: firefly luciferase inhibitors or activators; purified FLuc, Km substrates, luminescence inhibition; Potency, µM (highest dose often 57.5 µM), for inactives: at the top dose activity change, negative = inhibition, most hits filed as inhibitors; 6.9% of 360,000 active; AID 588342;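 note: plate controls were vehicle for no effect and reference inhibitor for full effect; nearly all actives have a fitted effect of over 55% in size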
Target sequence (P08659 whole entry, looked up): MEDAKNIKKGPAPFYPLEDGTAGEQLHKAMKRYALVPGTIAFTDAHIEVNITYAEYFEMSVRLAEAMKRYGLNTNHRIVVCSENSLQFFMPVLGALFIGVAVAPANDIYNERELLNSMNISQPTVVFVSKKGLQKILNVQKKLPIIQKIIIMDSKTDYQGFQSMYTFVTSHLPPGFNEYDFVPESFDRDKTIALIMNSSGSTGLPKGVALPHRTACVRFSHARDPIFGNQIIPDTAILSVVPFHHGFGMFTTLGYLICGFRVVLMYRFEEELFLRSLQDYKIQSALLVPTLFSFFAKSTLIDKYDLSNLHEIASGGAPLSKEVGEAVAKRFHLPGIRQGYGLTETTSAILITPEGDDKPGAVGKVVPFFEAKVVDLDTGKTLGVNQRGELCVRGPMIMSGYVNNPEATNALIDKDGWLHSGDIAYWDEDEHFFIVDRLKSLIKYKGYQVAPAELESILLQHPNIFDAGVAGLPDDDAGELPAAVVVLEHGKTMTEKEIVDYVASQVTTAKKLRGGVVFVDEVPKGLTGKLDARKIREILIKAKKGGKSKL
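Purified P. pyralis luciferase, 10 nM final, with Km-level 10 uM D-luciferin and 10 uM ATP in 50 mM Tris acetate pH 7.5, 10 mM Mg acetate, 0.01% Tween-20, 0.05% BSA; 6-point qHTS titration about 60 µM downward; luminescence read.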
BRCA1 expr act = increases BRCA1 expression; MCF7-BRCA1-FFLuc reporter, luminescence, 48 h; response scale: scaled: vehicle 0%, 10 µM genistein 100%; Potency, µM (highest dose often 46.1 µM), for the others: at the highest dose activation, usual class: activators; 1.1% of 380,000 active; AID 624202; note: nearly all actives have a fitted effect of over 80% in size; some results filed as inactive show a strong effect at the top dose
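MCF7-BRCA1-FFLuc, 2000 cells/well; 2 h attach, 37 °C/5% CO2; compound 48 h; luciferase substrate 15 min; luminescence end-point. Norm. to genistein 10 microM max activation and DMSO; concentration-response curves fitted.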
p53 reactivation = mutant p53 re-activation in reporter cells; Potency, µM (series often up to 92.2 µM), for inactives: at the top dose activity change, positive = activation, usual class: activators; H1299 p53-A138V BP100-luciferase reporter, luminescence, 24 h; 0.063% of 320,000 active; note: % of control where 0% means no effect; nearly all actives have a fitted effect of over 45% in size
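H1299 (p53-null), stable ts p53-A138V + BP100-Luc; 1000 cells/well, Opti-MEM/10% FBS; cpd 4 pt, 1:5; 24 h, 37 deg C, 5% CO2; detection reagent 10 min RT; luminescence.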
MBNL1-CUG inh = blocks human MBNL1 binding to CUG repeat RNA. Q9NR56. TR-FRET MBNL1-His/biotin-(CUG)12 binding, 665/545 ratio. Potency, µM (series often up to 57.5 µM), inactives show at the highest dose activity change, negative = inhibition, actives largely listed as inhibitors. 0.036% of 280,000 active. AID 2675; active = well fitted inhibition curve with a large enough effect in the signal ratio, with a control signal flat, not every such curve was filed as active; inconclusive = small, poorly fitted or top-dose-only effect, or effect the other way, or a change in a side signal; inactive = no such curve, though single readings can be large or run the other way; the % refers to the signal ratio; note: % is set by controls: 0 for no effect and ±100 for the full control effect
Target sequence (Q9NR56 whole entry, looked up): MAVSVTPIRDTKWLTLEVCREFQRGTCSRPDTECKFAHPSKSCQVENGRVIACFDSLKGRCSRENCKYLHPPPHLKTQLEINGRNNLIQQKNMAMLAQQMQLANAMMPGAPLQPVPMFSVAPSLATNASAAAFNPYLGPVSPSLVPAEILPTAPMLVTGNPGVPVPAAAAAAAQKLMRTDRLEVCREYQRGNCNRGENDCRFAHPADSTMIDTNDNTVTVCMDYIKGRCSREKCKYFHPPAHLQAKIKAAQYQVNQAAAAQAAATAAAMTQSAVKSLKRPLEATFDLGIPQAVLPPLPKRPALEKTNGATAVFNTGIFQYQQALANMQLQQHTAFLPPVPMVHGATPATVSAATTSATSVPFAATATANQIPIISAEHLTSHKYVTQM
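His-tagged MBNL1 binding to biotinylated (CUG)12 RNA was measured by TR-FRET using terbium anti-His antibody (0.055 ng/ul final) and streptavidin-XL665 (5 nM final). Compounds were titrated 92 nM to 58 uM; 60 min at room temperature.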
CXXC DNA block = MLL CXXC-DNA interaction inhibition. Q03164. MLL-CXXC / FITC-HOXA9 DNA fluorescence polarization. Potency, µM (highest dose often 115 µM), for the others: at the highest dose activity change, negative = inhibition, most hits filed as inhibitors. 0.037% of 290,000 active; active = well fitted inhibition curve with a large enough effect in the polarisation, with a control signal flat, not every such curve was filed as active; inconclusive = small, poorly fitted or top-dose-only effect, or effect the other way, or a change in a side signal; inactive = no such curve, though single readings can be large or run the other way; the % refers to the polarisation
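Steps: dispense CXXC domain solution (7 uM) → pin compounds or unlabeled HOX-A9 DNA control → 5 min ambient → add FLSN-HOX-A9 solution (50 nM) → spin → 30 min ambient → fluorescence polarization. Tris pH 7.5/NaCl/DTT/BSA buffer.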
Active calls of the source: *; ? = inconclusive; . = no result given; [ ] = another dose, or the depositor's remark. Unless noted, calls come from the whole dose curve; as a rule, active = well fitted curve in the direction sought with a large enough effect; inconclusive = small, poorly fitted or top-dose-only effect, or another doubt; inactive = no such curve, though single readings can be large; an effect the other way counts as inactive or inconclusive. Potency is the fitted concentration of half-maximal effect. An excerpt; count on the stated rates, not on these rows.

SMILES	VP16 counter	RORg inh	NPC1 promoter act	uPA surface inh	Rab9 prom act	ELG1 genotoxic	FLuc counter	BRCA1 expr act	p53 reactivation	MBNL1-CUG inh	CXXC DNA block
Cc1ccccc1NC(=O)COC(=O)CCc1ccccc1	-9%	2%	-2%	-31%	1%	-1%	-11%	0%	-1%	.	3%
CCC1CCCCN1CCCNC(=O)CNC(=O)Cn1ccc2ccccc2c1=O (configuration not stated)	-6%	-12%	-3%	-2%	-1%	-1%	4%	1%	11%	-4%	0%
CCSc1nnc(NC(NC(=O)c2ccco2)(C(F)(F)F)C(F)(F)F)s1	-8%	-19%	1%	0%	3%	4%	0%	1%	11%	-6%	5%
O=C(Nc1ccccc1)c1ccc(OC(=O)c2cc3ccccc3o2)cc1	15%	-3%	14%	.	14%	?	2%	?	9%	-2%	27%
CC(C)(C)c1ccc(C(=O)c2c[nH]c(C(=O)NCc3cccnc3)c2)cc1	?	?	17%	1%	24%	-5%	7.6µM*	-24%	17%	1%	-6%
COc1cc(NC(=O)CN2C(=O)c3ccccc3C2=O)c(C(=O)O)cc1OC	-5%	1%	3%	7%	1%	4%	-2%	-34%	?	3%	-3%
COC(=O)c1cc(NC(=O)c2c(C)noc2C)ccc1N1CCOCC1	7%	1%	-2%	-3%	2%	3%	2%	7%	2%	1%	0%
CCSc1cc(C2C(C#N)=C(N)OC(C)=C2C(=O)OC)c(C)o1 (configuration not stated)	-2%	13µM*	-1%	-2%	-1%	7%	0%	0%	-22%	20%	-2%
O=S(=O)(Nc1nc2ccccc2nc1N1CCc2ccccc2C1)c1ccc(Cl)cc1	?	33%[10 µM]	-1%	-3%	-7%	-12%	-15%	-65%	10%	.	13%
O=C(CP(=O)(c1ccccc1)c1ccccc1)N/N=C/c1cc(Br)cc(Br)c1O	2.5µM*	1.1µM*	-6%	-4%	-14%	17%	5%	-96%	?	5%	7%
C[C@H]1C=C(C(=O)NCc2nc3ccccc3[nH]2)O[C@@H](OCc2ccc(CO)cc2)C1	0%	-14%	-3%	14%	-5%	0%	-15%	0%	0%	-7%	-3%
Cc1cc[n+](CC(=O)c2ccc(NC(=O)c3ccccc3)cc2)cc1	0%	8%	-3%	-11%	-2%	-2%	-1%	-5%	0%	-6%	8%
COCCn1c(=O)[nH]c(=O)c2cc(C(=O)c3cc(OC)ccc3O)cnc21	13%	33%	0%	-1%	-5%	-3%	-12%	43%	-6%	.	5%
COc1ccc(CN=C2NC(=O)CC(C(=O)Nc3ccc(F)cc3)S2)cc1 (configuration not stated)	-2%	22%	1%	0%	2%	-3%	5%	16%	-7%	-3%	-4%
CC1CCC/C(=C\Nc2ccc(C(=O)O)cc2)C1=O (configuration not stated)	?	?	?	1%	?	?	4.8µM*	-14%	20%	11%	10%
O=C(NC1CCCC1)NS(=O)(=O)c1ccccc1Cl	1%	-24%	1%	5%	-5%	3%	3%	-15%	-3%	-12%	11%
COc1ccc(-c2nc(CN3CCC(C(=O)N4CCc5ccccc54)CC3)c(C)o2)cc1OC	2%	-14%	-2%	-8%	-6%	3%	4%	16%	-6%	3%	-3%
COCCn1c(SCC(=O)NCc2ccc(OC)c(OC)c2)nc2ccccc21	-8%	11%	-1%	-8%	1%	-10%	-1%	-1%	-4%	-4%	14%
CCOC(=O)Cn1c(-c2ccccn2)nc2ccccc21	-7%	-8%[10 µM]	0%	3%	5%	1%	3%	-4%	-1%	9%	0%
CCOc1ccccc1NC(=O)CCc1nnc2ccc(N3CCC(C)CC3)nn12	-16%	-38%	-2%	-6%	2%	-1%	-2%	-22%	0%	-1%	.
CCSc1nnc(NC(=O)C2CCCCC2)s1	28%	-13%	?	3%	3%	?	?	14%	14%	-4%	6%
CCCCNC(=O)[C@@H]1CSC2c3ccccc3C(=O)N21 (some centres not stated)	0%	11%	0%	0%	-3%	-2%	-1%	2%	11%	-4%	0%
Cc1ccc(C(=O)OCC(=O)N2CC(C)CC(C)C2)cc1S(=O)(=O)N1CCOCC1 (configuration not stated)	5%	36%	4%	-3%	0%	1%	-1%	0%	-1%	-2%	-6%
Cc1c2cnn(-c3ccccc3)c(=O)c2c(C)n1CCCC(=O)N1CCN(C2CCCCC2)CC1	-2%	-26%	-5%	-2%	0%	0%	-1%	-25%	-3%	12%	5%
Fc1ccccc1NC(=S)NN(Cc1ccccc1)c1ccccc1	10µM*	4.5µM*	0%	.	-2%	0%	-1%	-7%	-13%	-3%	-1%

As entered above:
CCOC(=O)Cn1c(-c2ccccn2)nc2ccccc21 – p53 reactivation: -1%
COc1ccc(CN=C2NC(=O)CC(C(=O)Nc3ccc(F)cc3)S2)cc1 (configuration not stated) – MBNL1-CUG inh: -3%

Other entries follow:
SMILES	VP16 counter	RORg inh	NPC1 promoter act	uPA surface inh	Rab9 prom act	ELG1 genotoxic	FLuc counter	BRCA1 expr act	p53 reactivation	MBNL1-CUG inh	CXXC DNA block
Cc1nc2sc(C(c3ccccc3)N3CC(C)OC(C)C3)c(O)n2n1 (configuration not stated)	-6%	-24%	2%	-1%	1%	-1%	2%	-9%	-6%	-7%	4%
COc1ccc([N+](=O)[O-])cc1NC(=O)COC(=O)c1ccc(O)cc1	-1%	1%	2%	-2%	-4%	0%	3%	-19%	2%	2%	8%
Cc1ccccc1CN1[C@@H]2c3ccccc3C[C@@H]2OCCS1(=O)=O	-9%	20%	-10%	-2%	-1%	-4%	0%	-1%	7%	4%	5%
CCN1CCCC1CNCC(=O)Nc1ccc(OC(F)(F)F)cc1 (configuration not stated)	-2%	1%	-2%	0%	-3%	0%	-1%	8%	1%	-5%	35%[activator]
CCO[C@@H]1OC(C(=O)N2CCN(Cc3ccccc3)CC2)=C[C@H](C2CC2)[C@H]1CCCO	-6%	13%	-4%	-5%	-1%	5%	2%	0%	4%	1%	-19%
OC1COC(OCC2OC(OCc3ccccc3)C(O)C(O)C2O)C(O)C1O (configuration not stated)	-11%	0%	-3%	-2%	-4%	3%	0%	17%	-4%	-5%	-9%
COc1ccc(S(=O)(=O)N2CC3C4C=CC(C4)C3C2)cc1 (configuration not stated)	3%	14%	0%	-5%	-4%	-1%	1%	-14%	1%	2%	0%
Cc1cnc([N+](=O)[O-])n1CCOC(=O)NC(=O)c1c(F)cccc1F	9%	13%	-5%	-1%	-3%	0%	-1%	0%	-5%	?	-4%
COCCn1c(C)cc(C(=O)COC(=O)CNC(=O)c2ccco2)c1C	.	.	-2%	20%	-4%	-3%	-10%	0%	6%	.	.
Cc1ccc(NC2CCCN(C(=O)c3cccc(-c4ncc[nH]4)c3)C2)cc1C (configuration not stated)	-6%	12%	-15%	7%	3%	-2%	-3%	-5%	-2%	-1%	7%
Oc1c(Br)cc(/C=N/NC(=S)NCC2CCCO2)cc1Br (configuration not stated)	-53%	0.1µM*	-6%	1%	0%	-4%	-14%	-15%	-3%	-1%	-9%
CS(=O)(=O)c1ccc2nc(NC(=O)c3ccc(Cl)nc3)sc2c1	-18%	1%	1%	-6%	11%	-2%	21µM*	77%	5%	-6%	0%
CCCCNC(=O)c1nn(-c2ccccc2OC)c(=O)c2ccccc12	1%	0%	-5%	-4%	-4%	-4%	5%	8%	-6%	4%	0%
CCC(CC)C(=O)Nc1ccc(S(=O)(=O)Nc2nccs2)cc1	5%	5%	1%	-1%	-8%	0%	?	7%	0%	-23%	-6%
S=c1[nH]nc(-c2cccs2)n1/N=C/c1cccs1	-3%	?	-1%	1%	10%	0%	?	0%	-1%	12%	-1%
Cc1cccc(C(=O)OC2CCN(C)CC2)c1	-5%	-2%	1%	4%	2%	0%	4%	47%	-1%	-7%	-4%
Cc1cc(-c2ccc(C)c(S(=O)(=O)NCc3ccc(Br)cc3)c2)on1	-3%	-9%	1%	3%	0%	-2%[9.26 µM]	-2%	-43%	3%	2%	12%
CCCCOc1cccc(C(=O)NNC(=S)NC2CCCCC2)c1	4%	?	0%	11%	9%	-4%	-7%	-18%	?	-9%	1%
CC1CCCCN1CCNC(=O)c1cc2c(=O)n(C)c3ccccc3c2n1C (configuration not stated)	1%	?	1%	1%	-3%	6%	0%	-25%	-7%	-17%	3%
COc1ccc(OC)c(S(=O)(=O)N2CCN(C(=O)NC3CCCCC3)CC2)c1	.	.	-1%	-9%	5%	0%	3%	3%	2%	.	.
COc1ccc(Cc2nnc(NC(=O)c3ccccc3C)s2)cc1	-4%	-12%	-3%	-7%	-2%	0%	3%	4%	.	20%	3%
Cn1c(C(O)c2ccccc2F)nc(Cl)c1Cl (configuration not stated)	2%	36%	1%	.	-3%	-6%	5%	-19%	-7%	2%	-3%
